ARFGAP1 inh: rat ARFGAP1 inhibition; Q62848; Arfgap1-stimulated ARF1 GTP hydrolysis, GDP FP detection; inhibition, % at 16.5 µM; 360,000 tested, 0.26% active; AID 651572;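 active means inhibition above a per-plate limit, mean inhibition of low control wells plus 3 SD, cut at about 25% in these data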;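 further: 0% = DMSO wells with enzyme and 100% = wells lacking Arfgap1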
Target sequence (Q62848 1-136 limits assumed): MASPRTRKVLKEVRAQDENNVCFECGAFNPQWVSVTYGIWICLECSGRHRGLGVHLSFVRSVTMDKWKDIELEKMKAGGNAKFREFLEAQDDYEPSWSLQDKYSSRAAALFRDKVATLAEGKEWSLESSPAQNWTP
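material = rat Arfgap1 catalytic domain, aa 1-136 | also added = human ARF1(Δ1-17)-GTP substrate | compound dosing = one concentration, 16.5 µM, DMSO 1.26% | times = GTP hydrolysis reaction 2 h at 25 °C | measured by = FP, GDP Alexa 633 tracer displaced from anti-GDP antibody, 620/688 nm | evaluation = percent inhibition of Arfgap1-stimulated GTP hydrolysis | replication = single well per compound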
ASAP1 GAP inh: inhibitors of human ASAP1 ArfGAP activity; inhibition, % at 16.5 µM; ASAP1-stimulated ARF1 GTP hydrolysis, GDP FP detection; AID 624377; 360,000 tested, 0.19% active; Q9ULH1; in the data active means inhibition above about 25%;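 further: 0% = vehicle with enzyme and substrate and 100% = no enzyme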
PLCg1 inh: PLC-gamma1 (human) inhibition, primary screen; P19174; purified PLC-gamma1, fluorogenic substrate, fluorescence; inhibition, % at 12.2 µM; 370,000 tested, 0.84% active; in the data active means inhibition above about 9.5%
UHRF1 binding: blocks human UHRF1 binding to methylated DNA; Q96T88; UHRF1 binding to methylated oligo, TR-FRET; inhibition, % at 4.4 µM; 370,000 tested, 0.75% active; in the data active means inhibition above about 21%;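 further: UHRF1 SRA domain binding a hemimethylated CpG hairpin DNA probe; 0% = median of test compound wells and 100% = reference inhibitor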
DDE Tn6 FP inh: DD(E)-Tn6 binding inhibition, primary FP screen; P02675; Fibrin DD(E) TRITC-Tn6 fluorescence polarization displacement; inhibition, % at 8.3 µM; 370,000 tested, 0.21% active;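 active means inhibition above a per-campaign cutoff: mean of compounds within control limits plus 3 SD, cut at about 15% in these data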;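 further: 0% = median of all compound wells on the plate and 100% = blocking peptide control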
proKLK7 act: proKLK7 (human) activation, primary screen; purified proKLK7, EDANS-DABCYL substrate fluorescence; 100% is mature enzyme control, 0% vehicle; activation, % at 7 µM; 370,000 tested, 0.9% active;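 active means activation above the mean of all tested compounds plus 3 SD, computed per campaign excluding outliers beyond control limits, cut at about 13% in these data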
Target sequence (P49862 whole entry, looked up): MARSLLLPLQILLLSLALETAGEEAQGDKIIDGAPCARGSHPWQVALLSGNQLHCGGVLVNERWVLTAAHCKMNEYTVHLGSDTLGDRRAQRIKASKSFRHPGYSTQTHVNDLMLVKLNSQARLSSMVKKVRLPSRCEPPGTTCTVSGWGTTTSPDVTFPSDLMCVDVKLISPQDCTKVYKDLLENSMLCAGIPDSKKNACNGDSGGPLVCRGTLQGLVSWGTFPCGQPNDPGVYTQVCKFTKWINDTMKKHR
PLCb3 inh: PLC-beta3 (human) inhibition, primary screen. 370,000 tested, 0.18% active. inhibition, % at 12.2 µM. Purified PLC-beta3, fluorogenic substrate, fluorescence. Q01970; in the data active means inhibition above about 11%;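 further: 0% = median of compound wells on plate and 100% = full blocker control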
HGIII-sPLA2 inh: Blocks human group III sPLA2 activity | AID 743126 | inhibition, % at 12.2 µM | 370,000 tested, 0.56% active | Q9NZ20 | QFRET BODIPY PC-A2 liposome hydrolysis, fluorescence;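 active means inhibition above mean plus 3 SD of compounds lying within the high and low control bounds, cut at about 19% in these data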;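 further: 0% = median of test compound wells and 100% = no enzyme DMSO wells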
Target sequence (Q9NZ20 whole entry, looked up): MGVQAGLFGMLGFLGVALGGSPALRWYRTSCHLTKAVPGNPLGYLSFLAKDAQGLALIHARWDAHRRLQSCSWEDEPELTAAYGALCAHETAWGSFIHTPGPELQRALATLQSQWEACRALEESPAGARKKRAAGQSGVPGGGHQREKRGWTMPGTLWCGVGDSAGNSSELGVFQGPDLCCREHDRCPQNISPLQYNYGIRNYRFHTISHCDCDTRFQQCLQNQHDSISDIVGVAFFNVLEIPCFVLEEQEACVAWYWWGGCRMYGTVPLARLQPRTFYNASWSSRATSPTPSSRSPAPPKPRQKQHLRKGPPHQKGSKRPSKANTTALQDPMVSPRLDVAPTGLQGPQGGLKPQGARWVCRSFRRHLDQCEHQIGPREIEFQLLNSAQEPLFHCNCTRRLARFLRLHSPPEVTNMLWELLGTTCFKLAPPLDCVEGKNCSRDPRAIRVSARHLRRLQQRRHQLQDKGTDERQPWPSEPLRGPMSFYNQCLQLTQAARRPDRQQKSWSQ
Rev-erbA mod: Rev-erb alpha (human) modulation; P20393; Rev-erbα–FITC-DNA binding, fluorescence polarization, 90 min; activity, % at 10 µM; 370,000 tested, 0.79% active; AID 1259318;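 active means activity above about 14%, limit read from the data; passing the limit was not always enough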;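 further: 0% = DMSO wells with 35 nM protein and 100% = DMSO wells with 750 nM protein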
DDE Tn7 FP inh: inhibitors of Tn7 peptide binding to human fibrin DD(E); FP displacement of FITC-Tn7 peptide from fibrin DD(E); 0% = median of compound wells per plate; inhibition, % at 8.3 µM; AID 720508; 370,000 tested, 0.13% active;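 active means inhibition above the mean of compounds falling within the control limits plus 3 SD of them, cut at about 14% in these data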;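 further: 0% = plate median of compound wells and 100% = 10 µM Aha-Tn7 peptide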
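Assay system: Human fibrin DD(E) protein | Medium: Tris buffer with calcium and detergent, pH 7.8 | Reagent: 0.1 µM fluorescent Tn7 | Compound dosing: Single point at 8.3 µM | Times: 10 min preincubation, 3 h with tracer, room temperature | Detection: Fluorescence polarization of the labelled Tn7 tracer | Controls: Aha-Tn7 high control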
Numbers without * were called inactive; i = inactive; . = no result given.

SMILES | ARFGAP1 inh | ASAP1 GAP inh | PLCg1 inh | UHRF1 binding | DDE Tn6 FP inh | proKLK7 act | PLCb3 inh | HGIII-sPLA2 inh | Rev-erbA mod | DDE Tn7 FP inh
O=S(=O)(NC1CCSc2ccccc21)c1ccc(Cl)nc1 (stereo unspecified) | 3 | -8 | 1 | -4 | -3 | 0.3 | -6 | -6 | 4 | -5
C[C@@H]1CN([C@@H](C)CO)C(=O)c2cccc(NC(=O)Nc3ccc4c(c3)OCO4)c2O[C@H]1CN(C)S(=O)(=O)c1cn(C)cn1 | 4 | 2 | 0 | -3 | 2 | 0.2 | -1 | 3 | 2 | 7
CC1(C(=O)NS(=O)(=O)c2ccc(C#N)cc2)CCN1C(=O)CC1CC1 (stereo unspecified) | 4 | 6 | 3 | 1 | 3 | -0.4 | 1 | 1 | 3 | -9
O=C(NC1CCCCN(Cc2ccc(Cl)cc2)C1=O)c1ccc2ccccc2c1 (stereo unspecified) | . | . | 6 | -2 | 3 | 0.6 | 1 | -2 | 1 | -2
C=CCN1c2ccc(Br)cc2C(=O)CS1(=O)=O | -7 | -8 | -10 | -4 | 0 | -0.1 | -11 | -33 | 1 | 0
Cc1ccc2c(=O)n3c(nc2c1)C(Cc1ccc(O)cc1)NC(=O)c1cc2ccccc2cc1-3 (stereo unspecified) | 4 | 12 | 1 | 0 | 3 | -0.4 | -1 | -18 | 4 | 3
O=C(CSc1ccc2nnc(-c3ccccc3)n2n1)NCC1CCCO1 (stereo unspecified) | 2 | -4 | -130 | -5 | 2 | 1.7 | -162 | 4 | 0 | 5
CC(C)=CCSc1nnc(CCNC(=O)OC(C)(C)C)o1 | 2 | 16 | 3 | 0 | 1 | 0.3 | 2 | 2 | 0 | 4
CCOC(=O)C1(N(CC)CC)Sc2cc(C)ccc2NC1=O (stereo unspecified) | 6 | -1 | -3 | 1 | -1 | -0.6 | 2 | -18 | 1 | -1
CCOC(=O)N1CCN(S(=O)(=O)c2ccc([N+](=O)[O-])cc2)CC1 | 11 | -2 | 1 | 6 | 5 | -0.6 | 0 | -3 | -1 | -3
CC(C)c1ccc(/C=N/NC(=O)c2ccc(-n3cnnn3)cc2)cc1 | 3 | -10 | 2 | 0 | 0 | -1.0 | -12 | 6 | 4 | -5
O=C(COC(=O)c1ccc[nH]c1=O)NCCC1=CCCCC1 | -8 | -10 | 3 | 4 | -4 | 0.1 | 3 | 1 | -11 | 0
O=S(=O)(c1ccccc1)c1ccccc1/C=N\O | 5 | 10 | 11* | 1 | 5 | -0.1 | 1 | -5 | 6 | -5
COc1ccc(F)cc1-c1cc(C(=O)NCc2cc(C(F)(F)F)cc(C(F)(F)F)c2)[nH]n1 | -1 | 17 | 8 | -1 | 0 | 0.6 | 5 | 6 | 0 | 0
O=C(CSc1nccc(=O)[nH]1)N1N=C2/C(=C/c3ccco3)CCCC2C1c1ccco1 (stereo unspecified) | 2 | -5 | -26 | 14 | 3 | 0.3 | -53 | -13 | -11 | -2
C[C@H](NC(=O)[C@H](Cc1ccccc1)n1c(=O)[nH]c2ccccc2c1=O)C(=O)N1CCC(C(=O)O)CC1 | -18 | 12 | 2 | -1 | 1 | -0.1 | 3 | 2 | 0 | 0
Cn1c(N2CCOCC2)c(C=O)c2ccccc21 | -6 | -7 | -13 | -2 | 4 | -0.6 | -22 | 2 | -2 | -3
COCCn1c(SCC(=O)N2CCCCC2)nc2ccccc2c1=O | -7 | -5 | 1 | 1 | -2 | -0.6 | 0 | 2 | -4 | 0
CCOc1ccc(NC(=O)C2CCN(S(=O)(=O)c3ccc4c(c3)N(C(C)=O)CCO4)CC2)cc1 | 7 | -5 | 1 | 4 | 1 | -0.1 | -8 | -8 | 2 | -2
CCC(=O)Nc1nc(CC(=O)Nc2ccccc2OC)cs1 | -1 | 10 | -2 | 0 | 2 | 0.3 | 4 | 5 | -2 | 2
O=C1C=C(Nc2ccc(Cl)cc2)CC(c2ccco2)C1 (stereo unspecified) | -5 | -2 | -23 | -1 | -1 | -0.3 | -31 | -4 | -2 | -6
CCn1c(SCC(=O)Nc2ccc(OCc3ccccc3)cc2)nnc1-c1ccco1 | 10 | 10 | -1 | 1 | 4 | 0.3 | -5 | -26 | -2 | 0
O=C(CSc1ccccc1)Nc1cccnc1 | 6 | 1 | 0 | 4 | -4 | 0.4 | 6 | 3 | -1 | -3
Oc1ccc(-c2[nH]ncc2-c2cccc3cccnc23)c(O)c1 | 2 | -4 | -3 | 2 | -3 | -0.8 | -3 | -32 | -3 | 5
CSc1ncccc1C(=O)Nc1ncc(C)s1 | 5 | -14 | 0 | 0 | -5 | -1.1 | -3 | -1 | 5 | 4
COc1cc(OC)c2cc[nH]c2c1 | 9 | 0 | 4 | 7 | -2 | -0.5 | -1 | 11 | 1 | -1
COc1ccc(OC)c2c1C(=O)C(Cl)=C(Cl)C2=O | -3 | 5 | -10 | -3 | -3 | 7.2 | -20 | 2 | -1 | 0
c1ccc(Cn2nnnc2-c2ccco2)cc1 | 4 | -7 | 4 | 0 | -2 | -0.3 | 4 | 1 | 7 | -1
Cc1c(-c2ccccc2)nc(N)c(C#N)c1-c1ccco1 | 0 | 0 | -165 | -2 | 1 | -5.0 | -229 | -6 | -1 | -6
CCOc1ccc(CCNC(=O)C2CCCN(C(=O)N(C)C)C2)cc1OCC (stereo unspecified) | -3 | 12 | 2 | 3 | 6 | -0.2 | 0 | 0 | 3 | 5
CSCC[C@H](NC(=O)Nc1ccc(C)cc1C)C(=O)O | 5 | -1 | 6 | -1 | -12 | 0.1 | 4 | 4 | 0 | 0
CCCCCCCc1c(O)nc(SCCN2CCOCC2)[nH]c1=O | 6 | 1 | 1 | 3 | 5 | -0.3 | -6 | 10 | 2 | 1
COc1ccc(CCNc2ncnc3nc[nH]c23)cc1OC | 2 | -13 | 1 | -1 | 0 | 0.1 | -1 | 1 | -5 | 1
COc1ccc(CN2CCCC(C(=O)Nc3cccc(-n4cccn4)c3)C2)cc1 (stereo unspecified) | 1 | 4 | 2 | -2 | 5 | -0.1 | -3 | -18 | 2 | -4
CSc1nc2cc(C)nn2c(-c2ccccc2)c1C#N | 1 | -8 | 0 | 6 | -2 | 0.6 | 3 | -2 | 26* | -11
Cc1ccc(NC(=O)COC(=O)C2=COCCO2)cc1 | 5 | -8 | 0 | 1 | 10 | 0.2 | 3 | 4 | 0 | -4
CN(C)c1ccc(/C=C(/C(=O)c2ccc(Cl)cc2Cl)n2cncn2)cc1 | -10 | 6 | -13 | -7 | -1 | -0.2 | -11 | -5 | 21* | -8
O=C(NCCN1CCNCC1)c1ccccn1 | 9 | -8 | 2 | 2 | 2 | -0.4 | 2 | 3 | 3 | 0
O=Cc1c[nH]c2ccc(OCc3ccccc3)cc12 | 15 | -20 | -2 | 2 | 7 | -0.1 | -13 | 1 | 5 | 0
O=C(OCCN=C1NS(=O)(=O)c2ccccc21)c1cccnc1 | -11 | 5 | 0 | -1 | -1 | 0.5 | 3 | 2 | 6 | 5

Reprinted from the part before: 2 compounds, followed by the next part.
SMILES | ARFGAP1 inh | ASAP1 GAP inh | PLCg1 inh | UHRF1 binding | DDE Tn6 FP inh | proKLK7 act | PLCb3 inh | HGIII-sPLA2 inh | Rev-erbA mod | DDE Tn7 FP inh
O=Cc1c[nH]c2ccc(OCc3ccccc3)cc12 | 15 | -20 | -2 | 2 | 7 | -0.1 | -13 | 1 | 5 | 0
O=C(OCCN=C1NS(=O)(=O)c2ccccc21)c1cccnc1 | -11 | 5 | 0 | -1 | -1 | 0.5 | 3 | 2 | 6 | 5
COc1cc(CNC(=O)Nc2nc(C(N)Cc3ccc(Cl)cc3)cs2)cc(OC)c1OC (stereo unspecified) | -3 | 11 | 4 | -1 | -1 | -0.3 | 3 | 7 | 3 | -10
COCCCNC(=O)CCCCCNS(=O)(=O)c1ccc(Br)cc1 | 3 | 4 | 0 | 1 | -1 | -0.6 | -1 | 0 | 4 | 6
O=S(=O)(c1ccccc1)N1CCN(Cc2cc3c(cc2Br)OCCO3)CC1 | 7 | -7 | 6 | -3 | 0 | 0.8 | -3 | -3 | 3 | 3
N/C(=N\O)c1cn(Cc2ccccc2Cl)c2ccccc12 | -14 | -2 | 1 | -2 | -7 | 0.5 | -5 | -14 | 0 | -4
CC1CCN(c2ccc3nnc(CCC(=O)N4CCN(c5ccc(F)cc5)CC4)n3n2)CC1 | -6 | 3 | -3 | -1 | 6 | -0.2 | -9 | -5 | -4 | 0
O=C(CSc1nc2c(cnn2-c2ccc(F)cc2)c(=O)[nH]1)N1CCOCC1 | 8 | -5 | 4 | 13 | -9 | 0.6 | -1 | 8 | -5 | -5
O=C(OCC(=O)N(CCc1ccccc1)Cc1ccccc1)c1ccccc1NCCO | 7 | 9 | -462 | 6 | -2 | -5.3 | i | -7 | 2 | 3
CCC(=O)c1ccc(N2CCN(C(=O)c3ccccc3)CC2)c(F)c1 | -5 | 7 | -2 | 3 | 5 | 0.2 | 0 | -1 | -1 | 0
CCCCn1c(-c2nonc2N)nc2ccccc21 | -2 | 6 | -2 | 1 | -6 | -0.7 | -1 | 5 | 2 | 0
C[C@H](CO)N1C[C@H](C)[C@H](CN(C)C(=O)Nc2ccc(-c3cccs3)cc2)OCc2cnnn2CCCC1=O | -2 | -13 | -22 | -4 | -8 | -0.3 | -30 | 1 | 4 | -4
CC1CCCN(C2(O)C(=O)Nc3c(C(F)(F)F)cccc32)C1 (stereo unspecified) | 11 | -3 | 1 | 1 | -2 | -0.5 | -6 | 1 | 3 | -4
FC(F)(F)c1nnc(-c2ccccc2)nc1Oc1ccccc1 | -7 | -9 | -1 | 6 | 1 | 0.4 | 3 | 14 | -2 | -3
CC12CC3CC(C)(C1)CC(CN)(C3)C2 | 0 | -10 | 4 | 4 | -2 | 0.0 | 0 | 8 | -1 | 2
CCCCN1C(=O)C(CC(=O)NCCCN(C)C)CC(C(=O)N(C(C)C)C(C)C)=C1C (stereo unspecified) | 4 | 16 | -2 | -1 | 10 | 0.7 | 4 | 0 | 3 | -2
Cc1cc(C(=O)NC(C)c2ccc3c(c2)OCO3)cs1 (stereo unspecified) | 0 | -6 | 0 | -3 | 10 | 0.3 | 3 | 2 | -2 | 9
CC1(C(=O)NS(=O)(=O)c2cccc(C#N)c2)CCN1C(=O)c1ccccc1CCc1ccccc1 (stereo unspecified) | 0 | 2 | -3 | 1 | -4 | 0.3 | -5 | -18 | -2 | -6
CSc1nc2c(c(=O)[nH]c(=O)n2C)n1Cc1ccccc1 | 5 | 3 | 4 | -4 | 8 | 0.0 | -3 | -1 | -3 | 3
Cc1ccc(C)c(N(CC(=O)NC2CCCC2)C(=O)c2cc3cc4cccc(C)c4nc3s2)c1 | 12 | 3 | 0 | -2 | -3 | -0.2 | 4 | -4 | -3 | -6
